UTI89 phage lysis: inhibition of K1F phage lysis, E. coli UTI89, bacterial capsule biogenesis inhibitors, alamar blue (AID 488966); E. coli UTI89 K1F phage lysis, alamar blue, 2 h; higher % means a stronger effect; inhibition, % at 100 µM; hits with a dose series show IC50 in µM; actives 0.02% (n = 340,000);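 active = phage lysis inhibition, versus mean bacterial control, above a set limit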;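 note: capsule biogenesis inhibitors block K1F phage lysis so surviving cells raise fluorescence; higher fluorescence means more inhibition of phage lysis; actives were called in the ten point dose series up to 300 µM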
Autophagy HCS: alters autophagy in cells. MEF GFP-LC3 puncta imaging; test concentration mostly 10 µM. calls only at 10 µM (by protocol). actives 0.98% (n = 190,000);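 active = percentage of spot-positive cells more than 3 SD above its plate mean, without a fluorescence outlier flag or 80% toxicity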;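 note: spot-positive cell cutoff set from DMSO-treated cells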
WT yeast gro inh: growth inhibition of WT yeast, mitochondrial fusion screen. actives 2.1% (n = 190,000). mitochondrial fusion phenotypic screen, WT strain. AID 1362. inhibition, % at 10 µM; in the data active = inhibition above about 58%; tested in S. cerevisiae
LYP inhibition: PTPN22 lymphoid phosphatase activity blockers – biochemical, fluorescence intensity, uHTS (AID 1779). recombinant LYP phosphatase, fluorescence intensity; higher % means a stronger effect. inhibition, % at 11.5 µM; hits with a dose series show IC50 in µM. actives 0.054% (n = 290,000); in the data active = inhibition above about 50%;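 note: plate controls were vehicle with enzyme for no effect and no enzyme for full effect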
AID2073: inhibitors of Mint1-CaV2.2 protein interaction, biochemical, HTRF (AID 2073); actives 0.19% (n = 290,000); HTRF protein-protein interaction, Mint1-CaV2.2; higher % means a stronger effect; inhibition, % at 20 µM, or IC50 in µM where a hit was titrated; in the data active = inhibition mostly above about 51%, no sharp cut-off; note: some results filed as inactive read as strong as hits
GPR35 antagonists: GPR35 antagonists blocking zaprinast-driven arrestin recruitment, primary screen, imaging, U2OS, beta-arrestin-GFP, zaprinast agonist (AID 2058); U2OS GPR35 beta-arrestin-GFP translocation imaging, zaprinast antagonism; higher % means a stronger effect; one-dose inhibition, % at 10 µM; IC50 in µM for titrated hits; actives 0.052% (n = 290,000);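 active = inhibition of at least 50% with at least 30 cells and total cytoplasm GFP at most 10,000,000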
NTR1 ag: agonists of NTR1, primary screen, imaging, U2OS cells, beta-arrestin-GFP, high content (AID 493036); activation, % at 20 µM; NTR1-U2OS beta-arrestin-GFP spot imaging, agonist mode; P30989; actives 0.17% (n = 330,000);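 active = activation at or above 40% of the spot to cytoplasm intensity ratio, with at least 20 cells analyzed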;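 note: 0% = DMSO without peptide and 100% = 100 nM NTR1 peptide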
Target sequence (P30989 whole entry, looked up): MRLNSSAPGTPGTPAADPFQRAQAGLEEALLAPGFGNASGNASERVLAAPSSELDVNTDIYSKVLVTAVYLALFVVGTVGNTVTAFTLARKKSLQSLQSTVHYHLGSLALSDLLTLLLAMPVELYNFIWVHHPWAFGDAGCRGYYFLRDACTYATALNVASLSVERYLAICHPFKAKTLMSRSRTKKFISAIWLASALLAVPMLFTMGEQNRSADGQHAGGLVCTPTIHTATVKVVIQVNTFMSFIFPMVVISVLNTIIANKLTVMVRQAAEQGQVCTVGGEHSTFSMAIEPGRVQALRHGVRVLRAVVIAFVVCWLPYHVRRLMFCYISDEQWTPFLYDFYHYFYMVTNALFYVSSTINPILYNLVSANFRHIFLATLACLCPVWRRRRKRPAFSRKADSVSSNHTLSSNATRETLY
RSV CPE inhibition: RSV antiviral activity via CPE protection, HEp-2 cells, primary 10 µM value included (AID 2391); HEp-2 cells, RSV-induced CPE inhibition; higher % means a stronger effect; one-dose CPE inhibition, % at 10 µM; IC50 in µM for titrated hits; actives 0.13% (n = 310,000); in the data active = a potency from the dose series; note: strong numbers were not always called active
Dengue-2 NS5 capping: flavivirus cap methylation enzyme inhibition – biochemical, confirmation dose response, primary screen (AID 588689); Dengue-2 NS5 methyltransferase capping enzyme assay, biochemical; higher % means a stronger effect; inhibition, % at 25 µM, or IC50 in µM where a hit was titrated; actives 0.3% (n = 340,000); in the data active = a potency from the dose series
WT yeast gro inh mutant strain: second read-out of WT yeast gro inh, no call of its own (marks repeat the call); inhibition, %; mitochondrial fusion phenotypic screen, mutant strain inhibition
Autophagy HCS cell loss 18 h: further read-out of Autophagy HCS, marked with its call; toxicity, %; measured here: cell loss, nuclei count;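 cell loss after 18 h compound exposure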
NTR1 ag cell count 20 µM: recorded beside NTR1 ag, whose call it bears; cell count; measured here: cell count, cytotoxicity flag
Dengue-2 NS5 capping pilot replicate: further read-out of Dengue-2 NS5 capping, marked with its call; inhibition, %; measured here: pilot screen replicate inhibition
* = called active by the depositor; i = inactive; · = no result given; [ ] = remark or other dose. Random draw from the library. About 2.6% of those tested had a hit in this group.

SMILES	UTI89 phage lysis	Autophagy HCS	Autophagy HCS cell loss 18 h	WT yeast gro inh	WT yeast gro inh mutant strain	LYP inhibition	AID2073	GPR35 antagonists	NTR1 ag	NTR1 ag cell count 20 µM	RSV CPE inhibition	Dengue-2 NS5 capping	others
N#Cc1ncccc1CCc1cccc(Cl)c1	0.6%	·	·	·	·	·	·	·	-0.7	46	2.5%	1%
O=C(CC(Nc1cccc(Cl)c1Cl)C(=O)OCC(=O)c1cccs1)c1ccccc1 (centres undefined)	0.7%[50 µM]	i	-1	23	-2	3%	2%	1%	2.1	42	3.1%	-4%
Cc1cccc(C)c1OCCCCN1CCNCC1	0.2%	·	·	·	·	-10%	9%	14%	2.2	70	-0.4%	-7%
COc1ccccc1NC(=O)CC(=O)CSc1nnc(-c2ccc(C)cc2)n1-c1ccccc1	-8.7%	i	-14	-24	0	3%	2%	-4%	-0.3	43	9.1%	3%
COc1ccccc1-c1c(C)nn2c(N3CCC(C)CC3)cc(C)nc12	0.7%	·	·	·	·	3%	27%	-11%	3.0	61	2.5%	-2%
CN1CCN(C(=S)c2ccc(Cl)cc2)CC1	1.3%	i	2	-4	-3	-9%	5%	9%	-2.3	52	0.6%	-6%
O=S(=O)(c1ccccc1)N1N=C(c2ccccc2)CC1c1ccco1 (centres undefined)	·	·	·	·	·	-4%	7%	-10%	·	·	4.2%	·
Cc1cccc(N2C(=O)CSC2c2cccnc2)c1 (centres undefined)	5.3%	i	7	-9	-4	-3%	4%	-16%	-0.1	44	3.5%	-1%
NC(=O)NC(=O)CSc1nc(-c2ccccc2)c(-c2ccccc2)n1CC1CCCO1 (centres undefined)	0.1%	i	0	-13	-14	-1%	1%	12%	0.3	47	-0.7%	-2%
CCOC(=O)C1CCN(c2ccc([N+](=O)[O-])c(C(C)=O)c2)CC1	2.0%	i	3	-5	7	1%	2%	-13%	-1.0	60	2.1%	-2%
CC(C)(C)C(=O)Nc1ccccc1C(=O)OCC(=O)c1ccc2c(c1)OCCO2	5.2%	i	-6	7	-14	2%	42%	-9%	5.6	69	15%	3%
CC(C)(C)NC(=O)CSc1nc(N)c(NC(=O)c2ccccc2F)c(=O)[nH]1	0.1%	i	-2	-10	6	1%	-8%	-3%	1.3	97	3.0%	-4%
COc1cccc(OC)c1-c1nn2c(-c3ccco3)nnc2s1	0.2%	i	17	13	11	-2%	2%	10%	-1.1	70	-0.2%	-11%	Dengue-2 NS5 capping pilot replicate=-0.3
O=C(CCc1ccccc1)NCCCNC(=O)CCc1ccccc1	0.5%[50 µM]	·	·	·	·	·	·	·	0.3	61	-0.4%	-5%
COC(=O)c1cc(OC)c(OC)cc1NC(=O)Cn1nnc(-c2ccccc2Cl)n1	6.9%	i	-3	3	-4	3%	6%	-1%	9.0	51	1.3%	-4%
COc1cccc(OC)c1C(=O)NN1CCCCC1	-0.3%	i	11	4	16	-5%	3%	11%	0.7	70	0.8%	2%
Fc1ccc(NC(=S)Nc2cccnc2)cc1	1.6%	i	-1	-35	2	-10%	-2%	-2%	0.6	60	0.7%	-4%
CC(=O)Nc1ccc(N/C(N)=N/c2nc(C)cc(C)n2)cc1	0.2%	i	-7	-3	-7	-8%	-4%	-6%	0.6	52	1.9%	-1%
Cc1ccc(O)c(NC2=C(Cl)C(=O)N(Cc3ccccc3)C2=O)c1	0.1%	i	-12	29	-20	-6%	27%	-5%	·	·	·	>100µM*
Cc1ccccc1NC(=O)COc1ccc2oc(=O)cc(C)c2c1	0.5%	i	-13	-26	-23	7%	-6%	0%	2.0	75	0.0%	7%
Cc1ccc(NC(=S)N2C3CCCC2CC(NC(=O)C2CC2)C3)cc1C (centres undefined)	-0.2%	·	·	·	·	-8%	1%	18%	1.0	41	-1.0%	6%
Cc1ccc(S(=O)(=O)N2CCC(C(=O)OCc3c(C)noc3C)CC2)cc1C	0.8%[50 µM]	·	·	·	·	·	·	·	1.6	65	1.4%	-5%
Cc1cc(C)nc(SCC(=O)NC2CCCC2)n1	0.3%	i	-1	-7	0	-12%	3%	-7%	1.5	52	0.8%	-7%
Cc1ccc(C)c(N(Cc2ccccc2F)S(C)(=O)=O)c1	0.1%	i	0	7	-9	-13%	-2%	-2%	-2.4	56	1.4%	-5%
CN1C(=O)OC(C)(C)C1=O	0.6%	·	·	·	·	·	·	·	-0.2	60	0.3%	-4%

New compounds follow
SMILES	UTI89 phage lysis	Autophagy HCS	Autophagy HCS cell loss 18 h	WT yeast gro inh	WT yeast gro inh mutant strain	LYP inhibition	AID2073	GPR35 antagonists	NTR1 ag	NTR1 ag cell count 20 µM	RSV CPE inhibition	Dengue-2 NS5 capping	others
COc1cc(C(=O)NCc2ccc(F)cc2)cc(Cl)c1OC	3.1%[50 µM]	i	12	-3	-22	-8%	-10%	3%	-2.2	50	2.3%	0%
COCCN(C(=O)c1ccc(-c2ccc(Cl)cc2)o1)c1c(N)n(CC(C)C)c(=O)[nH]c1=O	0.7%[50 µM]	·	·	·	·	·	·	·	-1.0	58	-1.2%	2%
O=C(CCc1ccccc1)NNC(=S)NCCc1ccccc1	0.1%	·	·	·	·	-5%	-10%	3%	1.0	49	2.6%	-6%
N#CCCCSc1nnnn1-c1cccc(Cl)c1	2.3%	i	0	-25	-35	-6%	2%	0%	-1.8	76	5.2%	-1%
Cc1ccc(NC(=O)[C@H](NC(=O)[C@@H]2Cc3ccccc3CN2)c2ccccc2)cc1C	0.6%	·	·	·	·	-4%	-8%	5%	2.2	65	-0.4%	2%
CC12CN3CC(C)(CN(C1)C3c1ccc(Cl)cc1Cl)C2=O (centres undefined)	-0.9%	·	·	4	2	1%	2%	-11%	-2.0	57	-0.1%	1%
O=S(=O)(O)c1ccc(SCc2ccccc2)nc1	1.6%	·	·	·	·	·	·	·	-0.5	52	0.7%	6%
CC(=O)NC(Cc1ccc(C)cc1)C(=O)NC1CCN(c2ncccc2[N+](=O)[O-])CC1 (centres undefined)	2.6%[50 µM]	i	-7	-18	3	-8%	2%	4%	1.3	69	2.5%	-7%
CCOC(=O)N1N=C(C)CC1(O)c1ccccc1 (centres undefined)	1.4%	i	3	6	3	-9%	-6%	5%	0.6	62	1.5%	-3%
COc1ccc(NC(=O)C2CCN(S(=O)(=O)c3ccc4c(c3)CC(C)N4C(C)=O)CC2)c(OC)c1 (centres undefined)	-0.1%	·	·	·	·	-15%	1%	-7%	0.1	59	18%	-3%
CCCc1nnc(NC(=O)CCC(=O)NC2CCCc3ccccc32)s1 (centres undefined)	-2.7%	i	4	-5	-9	-6%	4%	3%	-0.6	66	0.9%	1%
CC(OC(=O)c1cc2c(ccc3ccccc32)oc1=O)c1nc2ccccc2s1 (centres undefined)	-1.8%	i	3	10	-8	-4%	8%	-13%	9.8	52	1.8%	-8%
Cc1ccc(NC(=O)c2onc(C)c2Cl)cc1	0.3%	i	2	2	4	-6%	3%	1%	0.0	90	2.3%	-1%
N/C(=N\OC(=O)COc1ccc2ccccc2c1)c1ccccn1	2.1%	i	1	-3	-76	-6%	1%	-15%	0.7	59	6.3%	-4%
CCOC(=O)C(=CNc1ccccc1N1CCOCC1)C(=O)OCC	-0.4%	·	·	·	·	-3%	2%	19%	3.5	47	0.8%	5%
COC(=O)c1ccc(C(=O)OC)c(NC(=O)COC(=O)C2CCCCC2)c1	1.1%	i	-3	0	-9	-8%	1%	-11%	3.6	40	0.8%	-6%
CC(=O)N/C(=C\c1ccccc1)C(=O)OCC(=O)Nc1cc(S(=O)(=O)N(C)C)ccc1C	0.8%[50 µM]	·	·	·	·	·	·	·	1.2	51	-1.1%	-1%
Cc1ccc(C(=O)Nc2nc3ccccc3n3nnnc23)cc1	3.1%	i	0	-1	-7	2%	22%	-9%	-0.4	54	1.1%	-2%
C=CCOC(=O)C1=C(C)OC(N)=C(C#N)C1c1ccoc1 (centres undefined)	2.0%	i	11	-4	7	3%	23%	-7%	-0.3	51	-0.2%	-33%

6 records picked at random from the list so far, as already listed:
SMILES	UTI89 phage lysis	Autophagy HCS	Autophagy HCS cell loss 18 h	WT yeast gro inh	WT yeast gro inh mutant strain	LYP inhibition	AID2073	GPR35 antagonists	NTR1 ag	NTR1 ag cell count 20 µM	RSV CPE inhibition	Dengue-2 NS5 capping	others
O=S(=O)(O)c1ccc(SCc2ccccc2)nc1	1.6%	·	·	·	·	·	·	·	-0.5	52	0.7%	6%
Cc1ccc(NC(=O)[C@H](NC(=O)[C@@H]2Cc3ccccc3CN2)c2ccccc2)cc1C	0.6%	·	·	·	·	-4%	-8%	5%	2.2	65	-0.4%	2%
N/C(=N\OC(=O)COc1ccc2ccccc2c1)c1ccccn1	2.1%	i	1	-3	-76	-6%	1%	-15%	0.7	59	6.3%	-4%
CC12CN3CC(C)(CN(C1)C3c1ccc(Cl)cc1Cl)C2=O (centres undefined)	-0.9%	·	·	4	2	1%	2%	-11%	-2.0	57	-0.1%	1%
CCCc1nnc(NC(=O)CCC(=O)NC2CCCc3ccccc32)s1 (centres undefined)	-2.7%	i	4	-5	-9	-6%	4%	3%	-0.6	66	0.9%	1%
Cc1ccc(C(=O)Nc2nc3ccccc3n3nnnc23)cc1	3.1%	i	0	-1	-7	2%	22%	-9%	-0.4	54	1.1%	-2%

Compound activity (PubChem)
